H37Rv inhibition = M. tuberculosis growth inhibition, HTS (AID 449762) | M. tuberculosis H37Rv growth inhibition, 7H9 media; higher % means a stronger effect | inhibition, % at 25 µM, or IC50 in µM where a hit was titrated | 330,000 compounds, 0.59% hits; in the data active = a potency from the dose series; inconclusive = inhibition above about 70% without an active follow-up result;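 note: bacterial growth assessed after seven days of incubation; strong numbers were not always called active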
inhibitors of VEEV = inhibitors of VEEV TC-83 cytopathic effect, confirmation, Vero cells (AID 588727) | Vero cells, VEEV TC-83 cytopathic effect inhibition; higher % means a stronger effect | inhibition, % at 20 µM, or IC50 in µM where a hit was titrated | 350,000 compounds, 0.13% hits; in the data active = a potency from the dose series; inconclusive = inhibition mostly from about 14% at the one dose, without a potency; inactive = the rest, 99 in 100 with inhibition below about 12%; note: strong numbers were not always called active
tuberculosis growth = growth inhibition of non-replicating M. tuberculosis (AID 488890). Mycobacterium tuberculosis non-replicating, growth inhibition; higher % means a stronger effect. inhibition, % at 25 µM; hits with a dose series show IC50 in µM. 320,000 compounds, 0.39% hits; in the data active = a potency from the dose series; inconclusive = inhibition mostly from about 82% at the one dose, without a potency; inactive = the rest, 99 in 100 with inhibition below about 76%;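 note: plate controls were DMSO cells for no effect and high antibiotic wells for full effect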
PhoP GFP inhibition = Inhibition of PhoP regulon, Salmonella typhi GFP reporter cells, confirmation, 4 h (AID 1850). Salmonella Typhi PhoP-promoter GFP reporter, fluorescence, 4 h; higher % means a stronger effect. inhibition, % at 50 µM; hits with a dose series show IC50 in µM. 310,000 compounds, 0.33% hits; in the data active = a potency from the dose series; inconclusive = inhibition mostly from about 25% at the one dose, without a potency; inactive = the rest, 99 in 100 with inhibition below about 19%;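 note: 0% = induced wells with vehicle and 100% = uninduced wells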
H1N1 NS1A inhibition = NS1A inhibition, H1N1 influenza, cell based functional assay (AID 504329) | 340,000 compounds, 0.3% hits | NS1A functional cell-based assay, percent inhibition; higher % means a stronger effect | inhibition, % at 12.5 µM; hits with a dose series show IC50 in µM; in the data active = a potency from the dose series; inconclusive = inhibition above about 27% without an active follow-up result; note: strong numbers were not always called active
An asterisk follows results filed as active.

Screening CC(=O)O[C@]1(C(C)=O)CC[C@H]2[C@@H]3C=C(C)C4=CC(=O)CC[C@]4(C)[C@H]3CC[C@@]21C returned H37Rv inhibition 3%, inhibitors of VEEV 1.2%, tuberculosis growth 7%, PhoP GFP inhibition 3% and H1N1 NS1A inhibition 3%.
For CCOC(=O)C1=C(Nc2ccc(C)cc2)CC(C)(O)C(C(=O)OCC)C1c1ccccc1 (centres undefined) the results were H37Rv inhibition 5%, inhibitors of VEEV inactive, tuberculosis growth 3%, PhoP GFP inhibition -8% and H1N1 NS1A inhibition 7%.
`COc1ccccc1N1CCN(C(=O)c2ccc(N(C)S(=O)(=O)c3ccccc3)cc2)CC1` gave H37Rv inhibition 5%, inhibitors of VEEV 0.3%, tuberculosis growth -2%, PhoP GFP inhibition 4% and H1N1 NS1A inhibition 4%.
Screening CCOc1ccc(CCNC(=O)COC(=O)CNS(=O)(=O)c2ccc(C)cc2)cc1OCC returned H37Rv inhibition -2%, inhibitors of VEEV 1.0%, tuberculosis growth -2%, PhoP GFP inhibition 5% and H1N1 NS1A inhibition -14%.
`CCCn1c(SCC(=O)NC2CCCc3ccccc32)n[nH]c1=O` (centres undefined) gave H37Rv inhibition 1%, inhibitors of VEEV 0.4%, tuberculosis growth 3%, PhoP GFP inhibition -6% and H1N1 NS1A inhibition -5%.
`CN1C(=O)[C@@H]2[C@H](C1=O)[C@@H]1C(=O)Nc3ccccc3C(=O)N1[C@@H]2c1ccc(F)cc1` gave H37Rv inhibition -4%, inhibitors of VEEV 0.6%, tuberculosis growth -2%, PhoP GFP inhibition 3% and H1N1 NS1A inhibition 2%.
`N#CC(C#N)=C1NC2(CCCC2)Cc2ccccc21` gave H37Rv inhibition -2%, inhibitors of VEEV 0.1%, tuberculosis growth -12%, PhoP GFP inhibition -8% and H1N1 NS1A inhibition -3%.
`O=C(NCc1nc2ncc(Br)cc2[nH]1)c1ccccc1` gave H37Rv inhibition 35%, inhibitors of VEEV 6.1%, tuberculosis growth -16%, PhoP GFP inhibition -5% and H1N1 NS1A inhibition -5%.
CCN(CC)C(=O)[C@H]1CC(CC(=O)NCCCOC)C(=O)N2CCc3c([nH]c4ccccc34)[C@]12C (some centres undefined) was read as H37Rv inhibition 2%, inhibitors of VEEV inactive, tuberculosis growth -2% and H1N1 NS1A inhibition -1%.
Screening Cn1c(=O)n(C)c2cc(S(=O)(=O)NCc3ccccc3)ccc21 returned H37Rv inhibition -6%, inhibitors of VEEV 0.7%, tuberculosis growth -1%, PhoP GFP inhibition 9% and H1N1 NS1A inhibition 14%.
Fc1ccc(CNc2nc(-c3ccccc3)nc3ccccc23)cc1 was read as inhibitors of VEEV 0.8% and H1N1 NS1A inhibition 1%.
`Cc1cc(OCc2nn[nH]n2)c2c3c(c(=O)oc2c1)CCCC3` gave H37Rv inhibition -15%, inhibitors of VEEV 3.1%, tuberculosis growth 7%, PhoP GFP inhibition 4% and H1N1 NS1A inhibition 0%.
For O=C(COC(=O)/C=C/c1cccs1)Nc1ccccc1Cl the results were H37Rv inhibition inconclusive, inhibitors of VEEV 1.4%, tuberculosis growth 32%, PhoP GFP inhibition 5% and H1N1 NS1A inhibition 2%.
For O=C(Nc1ccccc1N1CCOCC1)c1ccc([N+](=O)[O-])s1 the results were H37Rv inhibition inconclusive, inhibitors of VEEV 4.2%, tuberculosis growth inconclusive and H1N1 NS1A inhibition 2%.
For C=CCn1c(SCC(=O)N2CCN(CCO)CC2)nc2sc3c(c2c1=O)CCC3 the results were H37Rv inhibition 7%, inhibitors of VEEV 6.3%, tuberculosis growth -1%, PhoP GFP inhibition -3% and H1N1 NS1A inhibition -9%.

The closing 2 compounds of the section before come first, to join the parts:
For O=C(Nc1ccccc1N1CCOCC1)c1ccc([N+](=O)[O-])s1 the results were H37Rv inhibition inconclusive, inhibitors of VEEV 4.2%, tuberculosis growth inconclusive and H1N1 NS1A inhibition 2%.
For C=CCn1c(SCC(=O)N2CCN(CCO)CC2)nc2sc3c(c2c1=O)CCC3 the results were H37Rv inhibition 7%, inhibitors of VEEV 6.3%, tuberculosis growth -1%, PhoP GFP inhibition -3% and H1N1 NS1A inhibition -9%.
Screening CCNCc1cc(Cl)c(OCc2ccccc2)c(OCC)c1 returned H37Rv inhibition 2%, inhibitors of VEEV inactive, tuberculosis growth 65%, PhoP GFP inhibition 13% and H1N1 NS1A inhibition 3%.
Cc1nnc(SCC(=O)N2CCOCC2)s1 was read as H37Rv inhibition -4%, inhibitors of VEEV inactive, tuberculosis growth -7%, PhoP GFP inhibition 5% and H1N1 NS1A inhibition 7%.
CC1(C)C(=O)Nc2ccccc2N1C(=O)CSc1nnc2ccccn12 was read as H37Rv inhibition 3%, inhibitors of VEEV 1.0%, tuberculosis growth 3%, PhoP GFP inhibition -6% and H1N1 NS1A inhibition -3%.
`COc1ccccc1N1CCN(C(=O)COc2ccc(S(=O)(=O)NC(C)(C)C)cc2)CC1` gave H37Rv inhibition 2%, tuberculosis growth 9% and PhoP GFP inhibition 1%.
`N#Cc1c2ncn(CC(=O)c3ccc(Br)cc3)c(=O)c2c2n1CCC2` gave H37Rv inhibition -1%, inhibitors of VEEV 0.1%, tuberculosis growth 8%, PhoP GFP inhibition 4% and H1N1 NS1A inhibition -2%.
`O=C(C[C@H]1C/C=C\C[C@H](Cc2ccc(F)cc2)C(=O)O[C@@H](c2ccccc2)CNC1=O)NCCO` gave H37Rv inhibition -1%, inhibitors of VEEV 0.5%, tuberculosis growth -1% and H1N1 NS1A inhibition -22%.
CC(=O)NC(Cc1ccc(C(C)C)cc1)C(=O)NC1CCN(C(=O)c2cccc(C)c2)CC1 (centres undefined) was read as H37Rv inhibition 7%, inhibitors of VEEV 2.3%, tuberculosis growth 44%, PhoP GFP inhibition 1% and H1N1 NS1A inhibition 0%.
Screening COc1ccc(CNC(=O)COC(=O)CNC(=O)c2sc3ccccc3c2Cl)cc1OC returned H37Rv inhibition -13%, inhibitors of VEEV 2.2%, tuberculosis growth 11% and H1N1 NS1A inhibition -11%.
COc1ccc(C(=O)N2CCN(Cc3ccc(OC)c(OC)c3)CC2)cc1 was read as H37Rv inhibition 2%, inhibitors of VEEV 0.2%, tuberculosis growth -7%, PhoP GFP inhibition 0% and H1N1 NS1A inhibition -1%.
For Cc1ccc(NC(=O)COC(=O)/C=C/c2cccc(Cl)c2)cc1S(=O)(=O)N1CCOCC1 the results were H37Rv inhibition -5%, inhibitors of VEEV inactive, tuberculosis growth 5%, PhoP GFP inhibition -2% and H1N1 NS1A inhibition 2%.
`Cc1cc(-c2c(C)[nH]n(-c3ccc(Cl)cc3)c2=O)n(-c2ccc(Cl)cc2)n1` gave H37Rv inhibition -4%, inhibitors of VEEV 2.8%, tuberculosis growth 27%, PhoP GFP inhibition -11% and H1N1 NS1A inhibition -3%.
`CCOC(=O)c1cn2nc(Oc3ccc(NC(C)=O)cc3)ccc2n1` gave H37Rv inhibition 3%, inhibitors of VEEV 0.5%, tuberculosis growth -11%, PhoP GFP inhibition 0% and H1N1 NS1A inhibition -26%.
`COCCCNc1nnc(Cc2ccccc2)c2ccccc12` gave H37Rv inhibition -5%, inhibitors of VEEV 1.2%, tuberculosis growth 13%, PhoP GFP inhibition -3% and H1N1 NS1A inhibition -16%.
Screening Clc1ccccc1Cc1noc(CN2CCN(Cc3ccccn3)CC2)n1 returned H37Rv inhibition 2%, inhibitors of VEEV 1.2%, tuberculosis growth -11%, PhoP GFP inhibition 4% and H1N1 NS1A inhibition -13%.
COc1ccc(C(=O)N2CCN(c3ccccn3)CC2)cc1[N+](=O)[O-] was read as H37Rv inhibition -13%, inhibitors of VEEV 0.3%, tuberculosis growth -8%, PhoP GFP inhibition 10% and H1N1 NS1A inhibition 10%.
Screening COc1ccc(C(=O)NC(=S)Nc2ccc(Cl)c(C(=O)O)c2)cc1 returned H37Rv inhibition 3%, inhibitors of VEEV 0.8%, tuberculosis growth 9%, PhoP GFP inhibition 2% and H1N1 NS1A inhibition 8%.
`N#C/C(=C\c1ccccn1)c1ccccn1` gave H37Rv inhibition -4%, inhibitors of VEEV inconclusive, tuberculosis growth 61%, PhoP GFP inhibition 4% and H1N1 NS1A inhibition 0%.
`CCOc1ccccc1C(=O)NCc1ccco1` gave H37Rv inhibition -2%, inhibitors of VEEV 4.0%, tuberculosis growth 1%, PhoP GFP inhibition 2% and H1N1 NS1A inhibition 5%.
For CCOc1cc2[nH]c(=O)n(Cc3ccc(C(=O)NCCCN4CCCC4=O)cc3)c(=O)c2cc1OCC the results were H37Rv inhibition -7%, inhibitors of VEEV 0.7%, tuberculosis growth 0%, PhoP GFP inhibition -2% and H1N1 NS1A inhibition 3%.
Screening COC(=O)c1c(NC(=O)c2ccccc2)sc(Cc2ccccc2)c1C returned H37Rv inhibition -4%, inhibitors of VEEV 6.4%, tuberculosis growth -9%, PhoP GFP inhibition 6% and H1N1 NS1A inhibition -8%.
Screening CCCCOC(=O)C1=C(N)OC2=C(C(=O)CCC2)[C@]12C(=O)N(C)c1ccccc12 returned H37Rv inhibition 0%, inhibitors of VEEV 0.3%, tuberculosis growth -2%, PhoP GFP inhibition -5% and H1N1 NS1A inhibition -3%.
For O=C(Nc1ccc2c(c1)OCCO2)c1cc(F)c(F)cc1Cl the results were H37Rv inhibition 0%, inhibitors of VEEV 0.4%, tuberculosis growth -7%, PhoP GFP inhibition -1% and H1N1 NS1A inhibition -9%.
`O=C(N/N=C/c1cccc(OCc2ccccc2)c1)c1cccs1` gave H37Rv inhibition 70%, inhibitors of VEEV 2.3%, tuberculosis growth 40%, PhoP GFP inhibition 37% and H1N1 NS1A inhibition 8%.
Screening CC(C)c1ccc(/C=C(\NC(=O)c2ccccc2)C(=O)NCCCn2ccnc2)cc1 returned H37Rv inhibition 7%, inhibitors of VEEV 0.5%, tuberculosis growth 21%, PhoP GFP inhibition -11% and H1N1 NS1A inhibition -64%.
O=C(Nc1cccnc1)c1ccc(S(=O)(=O)N2CCCCCC2)cc1 was read as H37Rv inhibition -8%, inhibitors of VEEV 3.5%, tuberculosis growth 10%, PhoP GFP inhibition 6% and H1N1 NS1A inhibition 7%.
Screening Cc1cc(C)c(C)c(S(=O)(=O)N2CCC(C(=O)NCCCN3CCCC3=O)CC2)c1C returned H37Rv inhibition 4%, inhibitors of VEEV inactive, tuberculosis growth 5% and H1N1 NS1A inhibition 12%.
Clc1ccc(-c2ncc3ccccn23)cc1 was read as H37Rv inhibition 1%, inhibitors of VEEV 1.4%, tuberculosis growth 27%, PhoP GFP inhibition -2% and H1N1 NS1A inhibition 2%.
O=C(Cc1ccc([N+](=O)[O-])cc1)N1N=C(C2CC2)CC1(O)C(F)(F)F (centres undefined) was read as H37Rv inhibition 0%, inhibitors of VEEV 2.2%, tuberculosis growth 62%, PhoP GFP inhibition -3% and H1N1 NS1A inhibition -14%.
`COc1ccccc1CNC(=O)C(=O)NCC1OCCN1S(=O)(=O)c1ccc(Br)cc1` (centres undefined) gave H37Rv inhibition 17%, inhibitors of VEEV 8.6%, tuberculosis growth 28%, PhoP GFP inhibition 11% and H1N1 NS1A inhibition 5%.
For CCCCc1cc(=O)oc2cc(C)cc(OCC(=O)N3CCC(C(N)=O)CC3)c12 the results were H37Rv inhibition -12%, inhibitors of VEEV 5.0%, tuberculosis growth 13%, PhoP GFP inhibition 19% and H1N1 NS1A inhibition -10%.
Screening COC(=O)CC1COc2ccccc2N1S(=O)(=O)c1ccc(Br)cc1 (centres undefined) returned H37Rv inhibition 7%, inhibitors of VEEV inactive, tuberculosis growth 0%, PhoP GFP inhibition -2% and H1N1 NS1A inhibition 1%.
Screening COc1cc(Br)cc(/C=N/N(CCO)C2=NS(=O)(=O)c3ccccc32)c1OC returned H37Rv inhibition -6%, inhibitors of VEEV 0.8%, tuberculosis growth 18%, PhoP GFP inhibition -4% and H1N1 NS1A inhibition -1%.
Cc1ccc(NC(=O)CCn2c(=O)oc3ccccc32)c(C)c1 was read as H37Rv inhibition 5%, inhibitors of VEEV 3.4%, tuberculosis growth -7%, PhoP GFP inhibition -11% and H1N1 NS1A inhibition 3%.
`Cc1ccc(C(=O)Nc2ccc(N3CCCC3)cc2)c(C)c1` gave H37Rv inhibition inconclusive, inhibitors of VEEV 1.3%, tuberculosis growth 45%, PhoP GFP inhibition -11% and H1N1 NS1A inhibition 7%.
`O=C(Nc1nnc(C2=COCCO2)o1)c1ccc(S(=O)(=O)N2CCOCC2)cc1` gave H37Rv inhibition 8%, inhibitors of VEEV 0.6%, tuberculosis growth 13%, PhoP GFP inhibition 12% and H1N1 NS1A inhibition -15%.
For O=C(Nc1ccc(F)cc1)C(c1ccccc1)N1CCN(C(=O)c2ccco2)CC1 (centres undefined) the results were H37Rv inhibition 3%, inhibitors of VEEV 0.5%, tuberculosis growth 7%, PhoP GFP inhibition -9% and H1N1 NS1A inhibition 3%.
